# Screening data: PubChem BioAssay, Johns Hopkins Ion Channel Center
# KCNQ2 block = KCNQ2 channel blockers in CHO-K1 cells – cell-based, FluxOR thallium flux, B-score, primary screen (AID 2156); B-score at 10 µM; 310,000 tested, 1.1% active; 20 min; stronger effect = lower value;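 active = fluorescence ratio B-score at most minus 3 library SDs, with starting brightness B-score within 2 library SDs, cut at about -5.5 in these data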
# Target sequence (O88943 whole entry, looked up): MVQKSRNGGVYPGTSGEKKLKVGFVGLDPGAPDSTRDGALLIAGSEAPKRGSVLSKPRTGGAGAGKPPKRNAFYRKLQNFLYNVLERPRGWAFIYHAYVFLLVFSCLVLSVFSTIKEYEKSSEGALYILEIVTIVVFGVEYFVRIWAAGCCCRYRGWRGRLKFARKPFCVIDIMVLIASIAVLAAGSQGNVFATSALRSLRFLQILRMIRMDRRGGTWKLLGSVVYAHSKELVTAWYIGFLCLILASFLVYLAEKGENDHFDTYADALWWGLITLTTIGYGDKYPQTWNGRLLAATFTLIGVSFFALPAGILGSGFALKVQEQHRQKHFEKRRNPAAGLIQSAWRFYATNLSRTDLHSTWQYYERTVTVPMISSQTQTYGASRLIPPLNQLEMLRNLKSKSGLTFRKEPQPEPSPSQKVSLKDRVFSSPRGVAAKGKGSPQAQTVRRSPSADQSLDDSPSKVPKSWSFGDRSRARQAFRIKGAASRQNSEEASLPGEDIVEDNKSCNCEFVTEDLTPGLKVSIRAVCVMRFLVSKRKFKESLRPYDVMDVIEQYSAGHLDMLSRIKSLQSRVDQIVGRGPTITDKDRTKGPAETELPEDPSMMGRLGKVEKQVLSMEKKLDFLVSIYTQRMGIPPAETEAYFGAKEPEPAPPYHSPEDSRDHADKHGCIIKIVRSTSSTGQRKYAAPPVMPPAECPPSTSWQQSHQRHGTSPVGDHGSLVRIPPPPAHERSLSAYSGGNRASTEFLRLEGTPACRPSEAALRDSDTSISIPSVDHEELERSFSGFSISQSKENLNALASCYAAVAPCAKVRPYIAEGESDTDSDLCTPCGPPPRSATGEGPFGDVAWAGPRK
# Kir21 inh = blocks the mouse Kir2.1 inward-rectifier potassium channel; B-score at 10 µM; P35561; 310,000 tested, 0.85% active; AID 1672; HEK293-Kir2.1, FluxOR thallium flux fluorescence; stronger effect = lower value;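 active = fluorescence ratio B-score at or below minus 3 SD of library scores, with starting-brightness B-score within 2 SD, cut at about -4.2 in these data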;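 also: channel flux triggered by added potassium and thallium sulfate stimulus; B-score of peak minus minimum fluorescence over baseline after thallium stimulus; more negative B-score means stronger Kir2.1 block with less thallium influx; some compounds called inactive have numbers as strong as hits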
# The depositor's hits bear a star; i = inactive. Hits appear at their usual frequency. Share with any hit: about 1.9%.
# Start of the listing, in advance (three entries):
SMILES,KCNQ2 block,Kir21 inh
O=S(=O)(c1ccc(-c2csc(Nc3ccc(F)cc3)n2)cc1)N1CCCC1,i,3.04
Cc1nc2ccccn2c1CN(C)C(=O)C1CCC(=O)N(Cc2cccc(F)c2)C1 (stereo not drawn),i,-0.95
COc1ccc(S(=O)(=O)N2CCCC(C(=O)N3CCN(C)CC3)C2)cc1C (stereo not drawn),i,-0.89

# The listing (from the top)
SMILES,KCNQ2 block,Kir21 inh
O=S(=O)(c1ccc(-c2csc(Nc3ccc(F)cc3)n2)cc1)N1CCCC1,i,3.04
Cc1nc2ccccn2c1CN(C)C(=O)C1CCC(=O)N(Cc2cccc(F)c2)C1 (stereo not drawn),i,-0.95
COc1ccc(S(=O)(=O)N2CCCC(C(=O)N3CCN(C)CC3)C2)cc1C (stereo not drawn),i,-0.89
CCN(CC)C(=O)C1CCN(Cc2cccc(OCc3ccccc3)c2)CC1,i,-2.55
CCOc1cc(NC(=S)NCc2ccco2)c(OCC)cc1NC(=O)CC(C)C,i,-0.18
COc1cccc(CC(NC(C)=O)C(=O)NC2CCN(C(=O)C3CCCCC3)CC2)c1OC (stereo not drawn),i,0.31
O=C(NCCC(=O)N(CCc1ccccc1)Cc1ccccc1)c1ccc([N+](=O)[O-])cc1,i,-1.45
Nc1nnc(SCC(=O)Nc2ccc(N3CCOCC3)cc2)s1,i,-0.8
O=C(/C=C/c1ccc(-c2ccccc2[N+](=O)[O-])o1)c1ccc(Br)cc1,-7.22*,1.39
S=C(NCCc1ccccc1)Nc1ccc(Nc2ccccc2)cc1,i,-0.03
COc1cn(-c2ccccc2)nc1C(=O)Nc1ccc(C)cc1,i,-0.12
COc1ccccc1C(=O)NC(=O)OCCn1c(C)cnc1[N+](=O)[O-],i,1.69
CC(C)(C)CC(=O)Nc1nnc(-c2cccs2)s1,i,-0.78
CCNC(=S)N(Cc1ccc2c(c1)OCO2)C1CC(=O)N(c2ccc(OC)cc2)C1=O (stereo not drawn),i,0.44
CC(=O)NCC(=O)N(c1ccccc1)C1(C(=O)NC2CCCCC2)CCCCC1,i,-0.97
O=C(NCCS(=O)(=O)N1CCN(c2ccc(F)cc2)CC1)c1ccco1,i,1.07
CC(=O)N1C(=S)NC(=O)/C1=C1/C(=O)N(CC(=O)Nc2cccc(C)c2)c2ccccc21,i,-0.08
O=C(CCNC(=O)c1ccc(Cl)cc1)NCCC1=CCCCC1,i,0.11
CCC1(C)N(O)C(C)(C)C(c2ccc(OC)cc2)=[N+]1[O-] (stereo not drawn),i,1.21
CCOC(=O)c1ccc2c(c1)nc(COc1ccc3ccccc3c1)n2CC,-9.08*,-0.66
O=C1CC2CS(=O)(=O)CC2N1c1ccc(Cl)cc1Cl (stereo not drawn),i,0.53
CCC(C)(C)n1nnnc1CN1CCN(C(c2ccccc2)c2ccccc2)CC1,i,0.43
CCO[C@@H]1OC(C(=O)N2CCN(Cc3ccc4c(c3)OCO4)CC2)=C[C@H](C)[C@H]1CCCO,i,-0.15
COc1ccc(-c2cc(=O)[nH]c(NCc3ccccc3)n2)cc1,i,1.12
CN(C)S(=O)(=O)c1ccc2nnn(OCC(=O)NC34CC5CC(CC(C5)C3)C4)c2c1,i,0.1
COc1cc(C(=O)COC(=O)C2CCN(c3ccc(C(F)(F)F)cn3)CC2)ccc1OC(F)F,-9.92*,0.17
CCC(=O)NC(Nc1cc(C)cc(C)n1)(C(F)(F)F)C(F)(F)F,i,0
Cc1ccc(NC(=O)CCC(=O)NNC(=O)NC23CC4CC(CC(C4)C2)C3)cc1C,i,-0.21
CN(C)S(=O)(=O)c1ccc(Cl)c(NC(=O)CSc2nnnn2-c2ccc(O)cc2)c1,i,-0.09
CC(C)COc1ccc(C(=O)N/C(=C/c2cccc([N+](=O)[O-])c2)C(=O)O)cc1,i,-1.44
Cc1ccccc1-n1nc2c(c1NC(=O)c1ccc(S(=O)(=O)N(C)C)cc1)CSC2,i,0.79
COc1ccc(CCNC(=O)COC(=O)c2cnccn2)cc1,i,0.08
COc1cc(C(=O)N(Cc2ccco2)Cc2cc3ccccc3[nH]c2=O)cc(OC)c1OC,i,-1.43
O=C1CSC(c2cn(-c3ccccc3)nc2-c2cccs2)N1CC1CCCO1 (stereo not drawn),i,-1.99
CCOc1ccc(C(=O)OCC(=O)NCCCc2ccccc2)cc1,i,-1.29
COc1ccc(S(=O)(=O)NC2CCc3ccccc32)cc1OC (stereo not drawn),i,-2.02
Cc1cccc(OCC(O)CN2C(C)(C)CC(O)CC2(C)C)c1C (stereo not drawn),i,0.66
S=c1[nH]nc(COc2ccc3ccccc3c2)o1,i,-0.09
Cc1c(N)c(C(C)(C)C)cc(C(C)(C)C)c1[N+](=O)[O-],i,-1.35
COCCNC(=O)CS(=O)(=O)Cc1nc(-c2ccc(C)cc2)oc1C,i,0.73
Cc1cccc(CN2CCN(c3nc4nonc4nc3NC3CC3)CC2=O)c1,i,1.56
Cc1nc2nc(SCC(N)=O)[nH]c2cc1Br,i,-2.35
C=CCOCCN(C)C1=NS(=O)(=O)c2cc([N+](=O)[O-])ccc21,i,1.59
CCOc1ccc(NC(=O)NNC(=O)c2cccnc2)cc1,i,-0.03
CCCCc1ccc(NC(=S)NCc2ccccc2OC)cc1,i,-0.31
COc1ccc(OCCOC(=O)CNC(=O)c2ccc(C)cc2)cc1,i,-0.39
CCN(C(=O)c1cc(Cl)ccc1OC)c1ccccc1C,i,-0.22
COc1ccc2oc(C)c(C(=O)c3ccccc3)c2c1,i,-3.04
CCOc1ccc(CCNC(=O)Cc2ccc(NC(=O)C3=C(C)OCCS3)cc2)cc1,i,0.05
O=C(NC1CCCCNC1=O)c1ccco1 (stereo not drawn),i,0.06
O=C(CC(=O)N/N=C/c1ccc(Cl)cc1Cl)NCc1ccccc1,i,-0.01
CCN(CC)S(=O)(=O)c1ccc(C(=O)OCC(=O)NCc2ccco2)cc1,i,1.4
COc1ccc(CCN(C)CCC(=O)Nc2cccc(C)c2)cc1OC,i,-0.92
CCCCc1nc2sc3c(SCC(=O)NCc4ccco4)ncnc3c2c2c1CCC2,i,-0.3
CCOC(=O)N1CCN(S(=O)(=O)c2cc(OCC)ccc2OCC)CC1,i,-0.71
Cc1c(NC2(C#N)CCCC2)c(=O)n(-c2ccccc2)n1C,i,-0.14
COc1cc2c(cc1OC)CN(CC(=O)NC(=O)NC(C)(C)C)CC2,i,-0.76
Cc1ccc(-c2nnc(CCC(=O)NCc3csc(C)n3)o2)s1,i,0.38
CC(=O)c1c(N2CCCCC2)nc(=S)n(-c2ccccc2)c1C,i,1.01
COc1cc(F)c(S(=O)(=O)N2CCOc3ccccc32)cc1OC,i,-5.26*

# Continued.
SMILES,KCNQ2 block,Kir21 inh
COCCNC(=O)CSc1ncnc2sc(-c3ccccc3)cc12,i,0.56
COC(=O)[C@H](C)NC(=O)NC1CCN(Cc2ccccc2)CC1,i,-0.05
COc1ccc(CC(=S)N2CCOCC2)cc1,i,0.34
O=[N+]([O-])c1ccc(Nc2nccc(Cl)n2)cc1,i,1.54
COC(=O)C1C(O)=C(C=Nc2ccc(N)cc2)C(=O)CC1(C)C (stereo not drawn),i,-0.19
Cc1ccc(-c2csc3nc(-c4ccncc4)[nH]c(=O)c23)cc1,i,1.35
Cc1ccccc1NC(=O)c1ccc(-c2ccc(Cl)cc2Cl)o1,i,1.71
Cc1cc2ncn(-c3ncccc3[N+](=O)[O-])c2cc1C,i,2.76
O=C(Nc1ccc2c(c1)OCCO2)c1ccc(Cl)c(Cl)c1,i,-0.03
CC(=O)Nc1cccc(NC(=O)CSc2ccc(-c3ccco3)nn2)c1,i,-0.03
CCCCOc1ccc(NS(=O)(=O)c2ccc(-n3cnnn3)cc2)cc1,i,-0.23
O=C1CCC(=O)N1c1nc2n(n1)C(c1ccccc1)C=C(c1ccc(Br)cc1)N2 (stereo not drawn),i,3.03
COc1ccccc1N(C(=O)c1snc(C(N)=O)c1N)C(C(=O)NC1CCCC1)c1ccc2ncccc2c1 (stereo not drawn),i,1.07
O=C(NCc1ccncc1)c1cc2ccccc2nc1Cl,i,-1.09
CC1CCN(C(=O)c2ccc(-c3ccccc3Cl)o2)CC1,i,-1.65
CCOC(=O)c1nn(-c2cccc(OC)c2)c2nc(Nc3ccccc3)cc(=O)n12,i,2.92
O=C(CC1Oc2ccccc2NC1=O)NCCCN1CCOCC1 (stereo not drawn),i,2.93
Cc1ccc2c(c1)N(CCCC(=O)NCCCN1CCCC1=O)C(=O)CO2,i,0.23
CCOc1ccc(C2c3[nH]c4ccccc4c3CCN2Cc2cn(CC)nc2C)cc1 (stereo not drawn),i,0.25
O=C(Nc1nc2nc(-c3ccccc3)cc(=O)n2[nH]1)c1ccccc1,i,0.3
Cn1c(-c2cccc3ccccc23)n[nH]c1=S,i,-0.19
O=C(c1ccc(C(F)(F)F)cc1)N1CCC(=O)N(C(COCc2ccccc2)Cc2ccccc2)CC1 (stereo not drawn),i,-2
COc1cc(NC(=S)N2CCC(C(O)(c3ccccc3)c3ccccc3)CC2)cc(OC)c1,i,0.46
C=CCSc1nc2sc3c(c2c(=O)n1CC)CCC3,i,1.97

# Part of the list above in another layout.
COc1cn(-c2ccccc2)nc1C(=O)Nc1ccc(C)cc1
- KCNQ2 block: i
- Kir21 inh: -0.12
COc1ccccc1C(=O)NC(=O)OCCn1c(C)cnc1[N+](=O)[O-]
- KCNQ2 block: i
- Kir21 inh: 1.69
CC(C)(C)CC(=O)Nc1nnc(-c2cccs2)s1
- KCNQ2 block: i
- Kir21 inh: -0.78
CCNC(=S)N(Cc1ccc2c(c1)OCO2)C1CC(=O)N(c2ccc(OC)cc2)C1=O (stereo not drawn)
- KCNQ2 block: i
- Kir21 inh: 0.44

# New compounds follow
SMILES,KCNQ2 block,Kir21 inh
CCC1=C(OC(=O)N(CC)CC)N2C(=O)OC(=NCC3CC3)[C@]2(C)[C@H]2C1=CC[C@H]1C(=O)NC(=O)[C@H]12,i,0.8
CN(C)S(=O)(=O)c1ccc(Cl)c(NC(=O)c2ccncc2)c1,i,-0.56
COc1cccc(CNC(=O)CSc2nc3ccc(C)cc3[nH]2)c1,i,0.45
Cc1ccc(S(=O)(=O)c2cc(Nc3ccccc3)ccc2O)cc1,i,-0.35
Nc1ccccc1C(O)(Cc1ccccc1)c1ccccc1 (stereo not drawn),i,-0.18
COc1ccc(CNC(=O)C2(CC(=O)NC(C)(C)C)CCCC2)cc1,i,0.47
O=C(N/N=C/c1ccncc1)c1cccc(NC(=O)c2ccc(Cl)cc2)c1,i,0.04
Cc1ccc(S(=O)(=O)NC(=O)CSc2nc3ccccc3s2)cc1,i,0.87
CN(CC(=O)Nc1ccc(Cl)cc1)C(=O)CCc1ccccc1,i,-0.02
Nc1ccccc1-c1nc2ccccc2[nH]1,i,0.67
C=CCNC(C(=O)Nc1cccc(OC)c1)c1ccccc1 (stereo not drawn),i,0.01
CCOc1ccc(-n2c(-c3ccc(Br)cc3)c[n+]3c2CCCCC3)cc1,i,-4.03
Cc1cc(C)nc(N2N=C(C(C)(C)C)CC2=O)n1,i,0.12
Cn1ccc(NC(=O)Nc2ccc(Cl)cc2Cl)n1,i,-0.84
O=C(CN(C(=O)CNS(=O)(=O)c1ccccc1)c1ccc(F)cc1)NCc1ccco1,i,-1.27
Cc1nc(NC(=O)COC(=O)CCS(=O)(=O)c2ccccc2Cl)c(Cl)cc1Cl,i,-1.06
CCC(=O)N1CCc2cc(Br)cc(S(=O)(=O)N3CCC(C(=O)NC(C)(C)C)CC3)c21,i,-0.53
O=C(CSCc1cccc(Br)c1)N/N=C/c1ccc2c(c1)OCO2,i,-0.08
COc1ccc(C(=O)N2CCCc3ccccc32)cc1OC,i,-3.98
O=C(O)C(c1ccccc1)N1CCCC1 (stereo not drawn),i,0.48
CS(=O)(=O)N(Cc1ccc(Cl)cc1)c1ccc(C(=O)NCCSCc2ccco2)cc1,i,-0.03
Clc1ncccc1-c1nc2ccccc2n1Cc1ccccc1,i,-1.82
Cc1c(Cl)ccc2c1NC(=O)[C@]21N[C@@H](CCC(N)=O)[C@H]2C(=O)N(c3ccc(F)cc3)C(=O)[C@H]21,i,-0.78
CCOC(=O)Cc1c(C)nc2c(-c3ccc(Cl)cc3)c[nH]n2c1=O,i,-1.16
COc1ccc(-c2c(C(C)=O)c(C)nc3sc4c(=O)[nH]nnc4c23)cc1,i,0.02
Cc1cc(=O)oc2cc(OC(C)C(=O)N3CCCc4ccccc43)ccc12 (stereo not drawn),i,0.22
O=C(NCc1cccnc1)c1ccc(COc2ccccc2Cl)cc1,i,-2.31
CC(C)(C)NC(=O)Cn1nc(C(F)(F)F)c2c1CCCC2,i,1.24
O=C(COC(=O)Cc1ccsc1)NCC12CC3CC(CC(C3)C1)C2,i,-0.06
COc1ccc2[nH]c3c(c2c1)CCN1C(=O)N([C@@H](C)C(=O)NC2CCCC2)C(=O)[C@]31C,i,-0.55
O=C(NNc1ccc([N+](=O)[O-])cc1)C1CC2CCCC(C1)C2=O (stereo not drawn),i,1.98
CCOc1ccc2[nH]c(=O)c(CN(CCc3ccccc3)C(=O)N3CCOCC3)cc2c1,i,-0.41
Cc1ccc(N(CCC#N)C(=O)COC(=O)c2ccccc2SCC(=O)N2CCCC2)cc1,i,-0.86
CC(=O)c1c(C)[nH]c(C(=O)Nc2ccc(Cl)c(S(=O)(=O)N3CCOCC3)c2)c1C,i,0.74
Cc1csc(NC(=O)CSc2nc3sc(C)c(C)c3c(=O)[nH]2)n1,i,-1.69
COc1ccc(N(CC(=O)N2CCOCC2)S(=O)(=O)c2ccccc2)cc1Cl,i,-0.04

# A section taken from the entries so far:
SMILES,KCNQ2 block,Kir21 inh
O=S(=O)(c1ccc(-c2csc(Nc3ccc(F)cc3)n2)cc1)N1CCCC1,i,3.04
Cc1nc2ccccn2c1CN(C)C(=O)C1CCC(=O)N(Cc2cccc(F)c2)C1 (stereo not drawn),i,-0.95
